IDH1 R132H inh – qHTS for Inhibitors of mutant isocitrate dehydrogenase 1 (IDH1): qHTS; Isocitrate dehydrogenase [NADP] cytoplasmic (Homo sapiens), O75874; IDH1-R132H enzyme, NADPH consumption, diaphorase/resazurin fluorescence; Potency, µM (titrated, usually from 76.6 µM), without a hit: at the top dose activity change, negative = inhibition, most hits filed as inhibitors; 390,000 compounds, 0.093% hits; AID 602179, 2012; also: % is scaled to controls: 0 for no effect and ±100 for the full control effect; nearly all actives have a fitted effect of over 65% in size
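IDH1-R132H (0.5 ug/mL) preincubated 30 min with compound, then NADPH (0.016 mM) and alpha-KG (2 mM) added; 80 min at RT, pH 7.5. Remaining NADPH coupled via diaphorase/resazurin to fluorescence (540/590 nm); concentration-response curves normalized to no-enzyme control.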
12-LOX inh – Primary qHTS assay for inhibitors of human arachidonate 12S-lipoxygenase (ALOX12): Round 2. Potency, µM (highest dose often 108 µM), for inactives: at the top dose activity change, negative = inhibition, most hits filed as inhibitors. 580,000 compounds, 1.1% hits. purified 12hLO, xylenol orange hydroperoxide absorbance; also: % is scaled to controls: 0 for no effect and ±100 for the full control effect
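Hydroperoxide product was detected by ferrous iron/xylenol orange as the 573 to 405 nm absorbance ratio. Arachidonic acid at 40 uM (final) was turned over for 30 min at room temperature by 150 nM human 12hLO, pH 7.0 Hepes buffer, after 15 min compound preincubation.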
RGS4 inh – Inhibitors of Regulator of G Protein Signaling (RGS) 4: qHTS; Regulator of G-protein signaling 4 (Homo sapiens), P49798; Transcreener GDP fluorescence polarization, RGS4-accelerated GTP hydrolysis; Potency, µM (highest dose often 114 µM), for inactives: at the top dose activity change, negative = inhibition, actives largely listed as inhibitors; 390,000 compounds, 0.039% hits; AID 504845, 2011; also: % is scaled to controls: 0 for no effect and ±100 for the full control effect; nearly all actives have a fitted effect of over 75% in size; some results filed as inactive show a strong effect at the top dose
Target sequence (P49798 whole entry, looked up): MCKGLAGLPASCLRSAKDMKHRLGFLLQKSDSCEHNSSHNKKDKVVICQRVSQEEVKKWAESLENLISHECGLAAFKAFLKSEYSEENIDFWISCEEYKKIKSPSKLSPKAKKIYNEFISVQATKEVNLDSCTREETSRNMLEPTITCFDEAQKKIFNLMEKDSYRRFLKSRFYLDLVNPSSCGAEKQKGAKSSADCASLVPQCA
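MLSMR compounds (23 nl, pin-transferred) preincubated 10 min at room temperature with a 500nM (2x) first reagent, then RGS4 at 900nM (2x) plus Transcreener GDP mix added; fluorescence polarization (620/688 nm) read before and after 90 min at 30 °C.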
RXFP1 ag – qHTS Assay for Agonists of the Relaxin Receptor RXFP1; HEK293T-RXFP1 cAMP TR-FRET, 30 min; response scale: percent of porcine relaxin response, buffer zero; Potency, µM (highest dose often 57.5 µM), for the others: at the top dose activation, hits mostly activators; 370,000 compounds, 0.3% hits; also: % is scaled to controls: 0 for no effect and ±100 for the full control effect; nearly all actives have a fitted effect of over 60% in size; many of its hits are not listed in these tables
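HEK293 cells stably expressing RXFP1, treated 30 min at 37C with compounds plus PDE4 inhibitor Ro 20174; cAMP measured by HTRF TR-FRET. Normalized to buffer and 29 nM porcine relaxin; EC50 by Hill fit.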
Vif-APOBEC3F blk – qHTS for Inhibitors of Vif-A3F Interactions: qHTS. HeLa A3F-eYFP + Vif (tagged APOBEC3F with the HIV-1 protein that degrades it), YFP fluorescence increase. Potency, µM (doses to about 46.1 µM), for inactives: at the highest dose activity, negative = active. 390,000 compounds, 0.2% hits; also: % of control where 0% means no effect; nearly all actives have a fitted effect of over 65% in size
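Fluorescence increase (Ex 488/Em 500-530) after overnight compound treatment at 37 deg C flags inhibition of Vif-driven A3F-eYFP loss in stable HeLa A3F-eYFP/Vif cells seeded overnight beforehand.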
TrxR1 substrate – qHTS Assay for Substrates of Mammalian Selenoprotein Thioredoxin Reductase 1 (TrxR1): qHTS; Potency, µM (titrated, usually from 114 µM), for the others: at the highest dose activity change, negative = substrate turnover; AID 588456, 2011; 390,000 compounds, 0.01% hits; purified TrxR1 substrate turnover, NADPH consumption readout; Thioredoxin reductase 1, cytoplasmic (Rattus norvegicus), O89049; also: % is scaled to controls: 0 for no effect and ±100 for the full control effect; nearly all actives have a fitted effect of over 50% in size
Target sequence (O89049 whole entry, looked up): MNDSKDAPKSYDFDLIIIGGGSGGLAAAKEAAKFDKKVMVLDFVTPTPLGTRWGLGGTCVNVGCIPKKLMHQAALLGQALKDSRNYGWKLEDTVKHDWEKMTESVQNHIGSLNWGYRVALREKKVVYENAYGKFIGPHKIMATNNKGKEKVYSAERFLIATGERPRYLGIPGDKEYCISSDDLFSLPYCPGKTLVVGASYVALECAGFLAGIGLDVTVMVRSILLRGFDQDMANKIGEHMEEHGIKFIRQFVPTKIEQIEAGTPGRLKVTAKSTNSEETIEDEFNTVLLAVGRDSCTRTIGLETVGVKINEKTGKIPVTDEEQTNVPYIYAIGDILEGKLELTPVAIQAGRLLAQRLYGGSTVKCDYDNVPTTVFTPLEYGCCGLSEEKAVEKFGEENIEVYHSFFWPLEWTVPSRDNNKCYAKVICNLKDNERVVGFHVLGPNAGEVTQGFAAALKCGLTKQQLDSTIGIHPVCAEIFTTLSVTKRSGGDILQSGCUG
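Rat TrxR1, dispensed at 90 nM, was prereduced with 400 uM NADPH (final) for 5 min at ~22 deg C, then incubated with compound 15 min before 400 uM selenite. A first-read NADPH fluorescence drop versus no-compound background flagged substrates.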
rTrxR1 inhibitor – qHTS Assay for Inhibitors of Mammalian Selenoprotein Thioredoxin Reductase 1 (TrxR1): qHTS | Thioredoxin reductase 1, cytoplasmic (Rattus norvegicus), O89049 | recombinant rTrxR1, NADPH fluorescence consumption, selenite substrate | AID 588453, 2011 | 390,000 compounds, 1% hits | Potency, µM (series often up to 114 µM), for inactives: top-dose activity change, negative = inhibition, actives largely listed as inhibitors; also: % is scaled to controls: 0 for no effect and ±100 for the full control effect; nearly all actives have a fitted effect of over 65% in size
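Rat TrxR1 (90 nM in the dispensed reagent) was pre-reduced with 400 uM NADPH for 5 min at room temperature, then incubated with compound for 15 min. After 400 uM selenite was added, NADPH fluorescence (Ex 340/Em 450 nm) was followed for 8 min.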
USP1 inh – Inhibitors of USP1/UAF1: Primary Screen; Ubiquitin carboxyl-terminal hydrolase 1 (Homo sapiens), O94782; recombinant USP1/UAF1, Ub-Rhodamine cleavage fluorescence; Potency, µM (doses to about 57.1 µM), without a hit: at the top dose activity change, negative = inhibition, hits mostly inhibitors; 390,000 compounds, 0.23% hits; also: % is scaled to controls: 0 for no effect and ±100 for the full control effect; nearly all actives have a fitted effect of over 60% in size; inactives centre near -12
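High-throughput fluorogenic screen: 1nM USP1/UAF1 complex, Ub-Rho substrate 150nM final, 50mM HEPES pH 7.8 with 0.5mM EDTA, 0.1 mg/ml BSA, 1mM TCEP and 0.01% Tween-20.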
Vif-APOBEC3G blk – qHTS for Inhibitors of Vif-A3G Interactions: qHTS; DNA dC->dU-editing enzyme APOBEC-3G (Homo sapiens), Q9HC16; HeLa A3G-eYFP + Vif (tagged APOBEC3G with the HIV-1 protein that degrades it), YFP fluorescence, overnight; Potency, µM (top dose mostly 46.1 µM), for inactives: at the top dose activity, negative = active, usual class: inhibitors; 410,000 compounds, 0.076% hits;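 also: % is scaled to controls: 0 for no effect and ±100 for the full control effect; nearly all actives have a fitted effect of over 60% in size; hits raise eYFP signal because A3G escapes Vif-driven loss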
Target sequence (Q9HC16 whole entry, looked up): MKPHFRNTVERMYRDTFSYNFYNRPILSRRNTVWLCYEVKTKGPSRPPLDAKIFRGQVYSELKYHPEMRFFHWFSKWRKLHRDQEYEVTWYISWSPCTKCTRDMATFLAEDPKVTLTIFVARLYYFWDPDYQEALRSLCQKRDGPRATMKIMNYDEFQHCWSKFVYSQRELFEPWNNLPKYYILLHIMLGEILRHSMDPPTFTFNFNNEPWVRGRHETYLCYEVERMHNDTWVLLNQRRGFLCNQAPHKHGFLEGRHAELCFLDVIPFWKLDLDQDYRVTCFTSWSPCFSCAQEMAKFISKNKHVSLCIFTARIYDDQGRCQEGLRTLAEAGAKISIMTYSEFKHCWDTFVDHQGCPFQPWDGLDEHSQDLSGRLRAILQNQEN
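Read-out is eYFP fluorescence (Ex 488/Em 500-530) from Vif-expressing HeLa A3G-eYFP cells; more signal means A3G escaped Vif-mediated degradation. Cells plated overnight, compound pinned in, incubated overnight at 37 deg C.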
An asterisk follows results filed as active; u = inconclusive; x = no result given; [ ] = dose if it differs, or a comment. Calls follow the shape of the dose curve; as a rule, active = well fitted curve in the direction sought with a large enough effect; inconclusive = small, poorly fitted or top-dose-only effect, or another doubt; inactive = no such curve, though single readings can be large; an effect the other way counts as inactive or inconclusive. Potency is read from the fitted curve at half-maximal effect.

SMILES	IDH1 R132H inh	12-LOX inh	RGS4 inh	RXFP1 ag	Vif-APOBEC3F blk	TrxR1 substrate	rTrxR1 inhibitor	USP1 inh	Vif-APOBEC3G blk
Cc1ccc(-n2ncc(C(=O)Nc3ccc(C)c(F)c3)c2C2CCN(C(=O)OC(C)(C)C)CC2)cc1C	-14%	-7%	35%	-0.4%	-3%	-7%	21%	u	2%
CCCN(CC(=O)Nc1ccc(C(N)=O)cc1)CC(=O)Nc1ccc(F)c(F)c1F	-2%	0%	8%	-0.2%	-8%	-7%	6%	0%	2%
CN(C)S(=O)(=O)c1cccc(NC(=O)COc2ccccc2C(=O)NCc2ccccc2)c1	1%	-24%	-24%	-0.7%	-14%	-4%	-9%	3%	1%
C/C(Cn1nnc2ccccc21)=N\OC(=O)c1ccccc1C	1%	u	-16%	3.3%	9%	10%[11.4 µM]	u	-13%	-3%
CN(C(=O)COC(=O)C1COc2ccccc2O1)c1c(N)n(Cc2ccccc2)c(=O)[nH]c1=O (stereo not given)	-10%	-23%	-12%	0.9%	-2%	5%[57.1 µM]	6%[57.1 µM]	-13%	0%
COc1cc(/C=C/C(=O)c2ccc(NS(=O)(=O)c3ccc(C)cc3)cc2)cc(OC)c1O	0%	u	-34%	4.9%	u	-11%	-28%	-7%	u
CCOCC(=O)Nc1cccc(-c2nc3cccnc3s2)c1C	-7%	18%[57.4 µM]	-1%	2.0%	2%	5%[57.1 µM]	17%[57.1 µM]	-15%	1%
Cn1c(SCC(=O)NNC(=O)Nc2ccccc2)nnc1-c1ccccc1	6%	u	21%	3.7%	12%	-4%	-11%	-7%	2%
COc1ccc(S(=O)(=O)N2CCCCC2)cc1NC(=O)CNc1ccccc1N1CCCC1=O	-5%	0%	-15%	2.6%	0%	-5%	5%	-13%	1%
O=C(CSc1nnc2ccc(-c3ccccn3)nn12)Nc1ccc(F)cc1F	1%	-4%	4%	23%	6%	2%	-9%	0%	0%
Cc1ccccc1N1CCN(C2CCCN(C(=O)CCC(=O)N(C)C)C2)CC1 (stereo not given)	0%	-4%	20%	-2.8%	1%	5%	3%	-15%	-1%
CCCCn1c(N)c(N(CCOC)C(=O)CCCc2cccs2)c(=O)[nH]c1=O	2%	-3%	18%	0.0%	8%	3%	8%	-4%	0%
O=C(CN(Cc1ccco1)C(=O)CNS(=O)(=O)c1ccc(F)cc1)NCCc1ccccc1	6%	121%[activator]	-6%[11.4 µM]	-0.5%	2%	-8%	8%[57.1 µM]	-12%	0%
COc1ccc(NC(=S)NC2CCS(=O)(=O)C2)cc1 (stereo not given)	5%	-4%	-8%	4.3%	-5%	-2%[11.4 µM]	1%	-9%	-8%
CCN(CC)CCCNc1cc(C)nc2cc(-c3cccs3)nn12	11%	-10%	5%	-2.0%	2%	20%	8%	-4%	0%
CN(c1ccccc1)S(=O)(=O)c1cccc(NC(=O)c2ccncc2)c1	5%	12%	15%	-1.5%	3%	3%	16%	-24%	-5%
CC(C)c1ccc(NC(=S)NC2CC3C=CC2C3)cc1 (stereo not given)	0%	u	-13%	-1.0%	-7%	1%	6%	-26%	4%
CCCCOC(=O)Nc1ccc(N2CCCCC2)cc1	1%	-42%	u	0.1%	-9%	-10%	1%	-2%	0%
O=C(N/N=C/c1cc(O)ccc1[N+](=O)[O-])c1ccc2c(c1)OCCO2	2%	-1%	6%	-2.6%	1%	-5%	6%	-9%	0%
O=C1c2cccc3cccc(c23)C(=O)N1CC1CCN(S(=O)(=O)c2ccccc2)CC1	3%	-26%	-18%	x	8%	14%	30%	-15%	-1%
C=CCNC(=O)CSc1nnc(-c2ccncc2)n1CCc1ccccc1	-3%	147%[activator][57.4 µM]	19%	-1.2%	0%	0%	-1%	0%	0%
Fc1ccccc1COc1ccc2ccccc2c1CNc1nn[nH]n1	1%	3%	-39%	0.0%	-20%	10%	28%	-18%	u
Cc1ccc(S(=O)(=O)N/N=C\c2ccc3c(c2)OCO3)cc1	0%	-18%	-9%	1.3%	1%	-1%	4%	-14%	-3%
Cc1cc(NC(=O)CN2C(=O)NC(C)(c3ccccc3Cl)C2=O)no1 (stereo not given)	0%	1%	-3%	x	1%	-2%[2.29 µM]	-2%[2.29 µM]	-17%	-6%
Cc1cc(C)c(NC(=O)c2ccccc2CCc2ccccc2)c(C)c1	3%	18%	11%	1.4%	-2%	12%	24%	-12%	1%

Next part, starting with the last five of the part before.
SMILES	IDH1 R132H inh	12-LOX inh	RGS4 inh	RXFP1 ag	Vif-APOBEC3F blk	TrxR1 substrate	rTrxR1 inhibitor	USP1 inh	Vif-APOBEC3G blk
C=CCNC(=O)CSc1nnc(-c2ccncc2)n1CCc1ccccc1	-3%	147%[activator][57.4 µM]	19%	-1.2%	0%	0%	-1%	0%	0%
Fc1ccccc1COc1ccc2ccccc2c1CNc1nn[nH]n1	1%	3%	-39%	0.0%	-20%	10%	28%	-18%	u
Cc1ccc(S(=O)(=O)N/N=C\c2ccc3c(c2)OCO3)cc1	0%	-18%	-9%	1.3%	1%	-1%	4%	-14%	-3%
Cc1cc(NC(=O)CN2C(=O)NC(C)(c3ccccc3Cl)C2=O)no1 (stereo not given)	0%	1%	-3%	x	1%	-2%[2.29 µM]	-2%[2.29 µM]	-17%	-6%
Cc1cc(C)c(NC(=O)c2ccccc2CCc2ccccc2)c(C)c1	3%	18%	11%	1.4%	-2%	12%	24%	-12%	1%
Cn1c(=O)c2sccc2n(Cc2ccccc2)c1=O	0%	0%	-12%	2.2%	7%	-4%	6%[57.1 µM]	-5%	-2%
CCC(Sc1nc2ncccc2[nH]1)C(=O)NC1CCC(C)CC1 (stereo not given)	0%	0%	-4%	4.5%	8%	2%[57.1 µM]	2%[57.1 µM]	-4%	1%
CCOC(=O)CON1C(=O)c2ccccc2C1=O	-2%	0%	1%	-0.6%	-10%	5%[57.1 µM]	8%	-14%	1%
Oc1cccc(Nc2cc(-c3ccccc3)ncn2)c1	16%	u	-15%	-2.7%	-1%	-5%	-2%	-21%	-1%
CCN(CC)c1nc2c(-c3cccc(Br)c3)nnn2c2ccccc12	12%	-14%	8%	16%	-1%	12%	9%	u	2%
Cc1ccc(S(=O)(=O)N2CCCCC2)cc1NC(=O)COC(=O)c1cccn1C	-4%	28%	-7%	x	0%	-1%	24%	-15%	2%
Cc1csc(NC(=O)c2cc(=O)[nH]c3ccccc23)n1	3%	15%	-8%	-0.5%	-10%	15%	14%	-20%	2%
CCOC(=O)C1CCCN(Cc2cc(OC)c(O)c(OC)c2)C1 (stereo not given)	10%	0%	19%	0.8%	2%	12%	-35%	2%	0%
N#C/C(=C/c1ccc(F)cc1)C(N)=S	15%	-25%	-53%	6.3%	-2%	5%[57.1 µM]	-6%[57.1 µM]	-6%	0%
CCCCCNC(=O)Cn1c(=O)c2c(ncn2CC(C)C)n(Cc2ccccc2)c1=O	-1%	-10%	14%	1.0%	-5%	-11%	-4%	-14%	1%
CCc1ccccc1N(C)C(=O)c1cn(-c2cccc(OC)c2)c(=O)c2ccccc12	-1%	-28%	19%	2.3%	3%	8%[11.4 µM]	18%	13%	3%
COc1ccc(NC(=O)CSc2nnc(C)c(=O)n2N)cc1	-3%	9%	-3%	-0.4%	5%	-13%	-15%	-7%	1%
COc1ccc(N2CCN(S(=O)(=O)CCNC(=O)c3ccc(Br)o3)CC2)cc1	-7%	3%	17%	2.1%	-2%	-5%	-7%	-5%	2%
CCOc1cc(/C=C2\C(=O)N(Cc3ccco3)C(C)=C2C(=O)OC)ccc1O	7%	u	u	-1.8%	-25%	-9%	22µM*	-11%	-13%
NNC(=O)Cc1cc(=O)[nH][nH]1	0%	5%	x	x	1%	x	x	-5%	0%
CCCCCNC(=O)c1ccc2c(=O)n(CCCOCC)c(=S)[nH]c2c1	21%	7%	2%	u	11%	4%	12%	-26%	-2%
O=C(Nc1ccccc1N1CCOCC1)c1ccc2c(c1)OCCO2	-11%	0%	19%	-2.6%	4%	-3%	12%	-13%	-2%
C[N+]1(C2CCC3CCCC2C3O)CCCC1 (stereo not given)	6%	u	-36%	1.0%	-8%	0%	10%	-2%	-1%
COc1ccc2cc(-c3[nH]ncc3CN3CCCN(c4ccccc4)CC3)ccc2c1	0%	-24%	-14%	3.9%	0%	9%	6%	-10%	-3%

From PubChem BioAssay

This is a subset; count on the stated rates, not on these rows.
